Screening results as filed in PubChem BioAssay.
Menin MLL FP TR – inhibitors of human menin-MLL interaction, mutant MLL peptide; O00255; Menin + Texas Red MLL mutant peptide, fluorescence polarization; Potency, µM (highest dose often 61.6 µM), without a hit: top-dose FP activity change, negative = inhibition, most hits filed as inhibitors; 270,000 compounds, 0.23% hits; AID 1768; active = well fitted inhibition curve with a large enough effect in the polarisation, with a control signal flat, not every such curve was filed as active; inconclusive = small, poorly fitted or top-dose-only effect, or effect the other way, or a change in a side signal; inactive = no such curve, though single readings can be large or run the other way; the % refers to the polarisation; note: potency is the fitted concentration of half-maximal effect; % of control where 0% means no effect; many of its hits are not listed in these tables
TRPV1 agonist – activates the human vanilloid receptor TRPV1; TRPV1-expressing cells, Fluo-8 calcium influx, agonist mode; activation, % at 8.33 µM; 320,000 compounds, 0.19% hits; AID 540275; in the data active = activation above about 80%; inconclusive = between about 30% and that limit; note: 0% is about no effect
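TRPV1-expressing cells were cultured overnight at 35.5C and loaded with Fluo-8 calcium dye for 40 to 90 min at room temperature. After a 10 s baseline, compound was added and calcium influx was read kinetically for 3 min (ex 480/em 520 nm).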
FBPA coupling cs – counter-screen for Giardia aldolase inhibitors: coupling enzyme system. coupling enzyme system counterscreen, AmpLite Red fluorescence. activity change, negative = inhibition, % at 58.2 µM, hits read low. 290,000 compounds, 0.67% hits. AID 2472; in the data active = activity change below about -30%; note: % is set by controls: 0 for no effect and ±100 for the full control effect
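Coupling enzymes only (glyceraldehyde-3-phosphate) + compound, at 57.5 uM final, 10 min RT; add substrate/coupling/AmpLite Red mix, 20 min RT; fluorescence ex 525/em 598 nm. Actives flag coupling-system interference.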
B2AR arrestin – beta2AR (human) beta-arrestin recruitment activity; beta-arrestin recruitment to beta2AR, cell-based reporter; AID 492947; 330,000 compounds, 0.02% hits; Potency, µM (doses to about 46.1 µM), without a hit: top-dose activation, most hits filed as activators; P07550;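 note: potency is the fitted concentration of half-maximal effect; 0% = DMSO controls and full agonism = EC100 isoproterenol or metaproterenol; nearly all actives have a fitted effect of over 65% in size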
Target sequence (P07550 whole entry, looked up): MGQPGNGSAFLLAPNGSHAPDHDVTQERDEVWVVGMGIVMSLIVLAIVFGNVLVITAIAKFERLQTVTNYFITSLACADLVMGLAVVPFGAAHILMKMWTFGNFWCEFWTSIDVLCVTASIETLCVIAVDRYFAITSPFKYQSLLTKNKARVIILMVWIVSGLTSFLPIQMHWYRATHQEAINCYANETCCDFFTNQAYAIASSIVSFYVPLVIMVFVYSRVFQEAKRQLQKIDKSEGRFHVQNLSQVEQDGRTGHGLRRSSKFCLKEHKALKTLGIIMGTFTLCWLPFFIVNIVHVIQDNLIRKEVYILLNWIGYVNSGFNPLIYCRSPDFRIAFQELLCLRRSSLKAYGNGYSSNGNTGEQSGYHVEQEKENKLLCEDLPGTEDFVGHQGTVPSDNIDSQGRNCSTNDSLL
PKM2 act – PKM2 (human) enzyme activation. P14618. 260,000 compounds, 0.34% hits. purified PKM2, Kinase-Glo ATP luminescence, activation; response scale: 0% is enzyme alone, no compound. Potency, µM (series often up to 57.5 µM), for inactives: top-dose activation, hits mostly activators. AID 1631; note: potency is the fitted concentration of half-maximal effect; % is set by controls: 0 for no effect and ±100 for the full control effect; nearly all actives have a fitted effect of over 55% in size
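ATP formation by purified human PK-M2, quantified via coupled luciferase luminescence after 1 h at room temperature with 0.1 mM ADP and 0.5 mM PEP final.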
Giardia killer – Giardia lamblia killing; activity change, % at 7.66 µM, hits read low; 340,000 compounds, 0.15% hits; Giardia lamblia trophozoite viability; AID 540267; in the data active = activity change below about -80%; inconclusive = between about -30% and that limit;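 note: parasites exposed to compound for two days anaerobically before the ATP read; % is set by controls: 0 for no effect and ±100 for the full control effect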
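Trophozoite viability was measured as ATP-dependent luminescence, read 15-30 min after reagent addition. Before that, parasites at 100 cells/well were exposed to compounds for 48 h, anaerobically, at 37 deg C.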
USP2a block – USP2a (human) protease inhibition; 330,000 compounds, 0.01% hits; Potency, µM (doses to about 38.3 µM), for inactives: top-dose activity change, negative = inhibition, hits mostly inhibitors; O75604; USP2 core, Ub-CHOP2 coupled fluorogenic reporter, 485/531;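 note: potency is the fitted concentration of half-maximal effect; plate controls were DMSO wells for no effect and full inhibition by NEM control for full effect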
Target sequence (O75604 whole entry, looked up): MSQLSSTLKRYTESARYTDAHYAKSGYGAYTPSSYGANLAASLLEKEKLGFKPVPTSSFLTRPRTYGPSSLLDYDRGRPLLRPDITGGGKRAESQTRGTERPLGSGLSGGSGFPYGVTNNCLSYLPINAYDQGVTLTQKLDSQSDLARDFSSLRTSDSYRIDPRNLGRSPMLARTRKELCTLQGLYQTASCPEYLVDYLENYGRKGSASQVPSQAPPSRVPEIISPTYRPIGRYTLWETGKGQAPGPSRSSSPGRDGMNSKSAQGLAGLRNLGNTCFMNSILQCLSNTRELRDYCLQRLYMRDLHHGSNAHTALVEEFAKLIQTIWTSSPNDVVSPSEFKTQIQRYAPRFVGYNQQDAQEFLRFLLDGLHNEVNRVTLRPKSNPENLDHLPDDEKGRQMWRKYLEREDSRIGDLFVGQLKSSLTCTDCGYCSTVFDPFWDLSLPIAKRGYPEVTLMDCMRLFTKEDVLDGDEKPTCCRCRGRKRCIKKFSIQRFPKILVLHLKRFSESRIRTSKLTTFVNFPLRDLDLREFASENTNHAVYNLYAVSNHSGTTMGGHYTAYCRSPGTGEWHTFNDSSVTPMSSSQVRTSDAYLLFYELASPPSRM
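Cell-free coupled assay: 10nM USP2 core preincubated 30min RT with compound in Tris-HCl pH 8.0/CaCl2/CHAPS buffer, then 25nM Ub-CHOP2 and 25nM reporter substrate; fluorescence (Ex 485/Em 531) read after 60min RT, normalized to NEM inhibition, concentration-response curves fitted.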
Starred values were filed as active, the others as inactive; u = inconclusive; x = no result given; & = joins results of further samples. Unless noted, calls come from the whole dose curve; as a rule, active = well fitted curve in the direction sought with a large enough effect; inconclusive = small, poorly fitted or top-dose-only effect, or another doubt; inactive = no such curve, though single readings can be large; an effect the other way counts as inactive or inconclusive. The list is partial. The share of hits here may be higher or lower than overall.

SMILES	Menin MLL FP TR	TRPV1 agonist	FBPA coupling cs	B2AR arrestin	PKM2 act	Giardia killer	USP2a block
CC(=O)OCC(NC(=O)C1CCCN1C(=O)OC(C)(C)C)C1OC(n2cc(F)c(=O)[nH]c2=O)C(OC(C)=O)C1OC(C)=O (stereo not drawn)	-12%	x	4	x	x	21	x
COc1ccc(C2/C=C\CN(C(=O)c3ccc(C)cc3)C(C)C(=O)N2Cc2ccc(F)cc2)cc1 (stereo not drawn)	4%	x	-2	x	x	15	x
CC1CC=CC2C1C(=O)N(Cc1ccccc1)C2c1ccc2ccccc2c1-c1ccc(N(C)C)cc1 (stereo not drawn)	u	x	2	x	x	2	x
OB(O)c1csc2ccccc12	10%	x	0	x	-1%	16	x
Cc1csc(B(O)O)c1	5%	x	0	x	4%	20	x
O=Cc1ccsc1B(O)O	11%	x	1	x	-1%	-26	x
Cc1cc2c(s1)c1c(C)nn(Cc3ccc(F)cc3)c(=O)c1n2C	x	x	x	-0.3%	x	x	-3%
Cc1cc(S(=O)(=O)Nc2ccc(C(=O)NCC3CCCO3)cc2)ccc1F (stereo not drawn)	x	x	x	-0.7%	x	x	2%
O=C1NC(Cc2ccc(O)cc2)c2nc3ccc(Cl)cc3c(=O)n2-c2cc(Cl)ccc21 (stereo not drawn)	x	x	x	0.0%	x	x	-1%
O=S(=O)(NC[C@@H]1CCC[C@H](CNS(=O)(=O)c2c(F)cccc2F)C1)c1ccc2c(c1)OCCO2	x	x	x	0.0%	x	x	-5%

Pulled by compound from above, four records:
SMILES	Menin MLL FP TR	TRPV1 agonist	FBPA coupling cs	B2AR arrestin	PKM2 act	Giardia killer	USP2a block
Cc1cc2c(s1)c1c(C)nn(Cc3ccc(F)cc3)c(=O)c1n2C	x	x	x	-0.3%	x	x	-3%
COc1ccc(C2/C=C\CN(C(=O)c3ccc(C)cc3)C(C)C(=O)N2Cc2ccc(F)cc2)cc1 (stereo not drawn)	4%	x	-2	x	x	15	x
OB(O)c1csc2ccccc12	10%	x	0	x	-1%	16	x
O=S(=O)(NC[C@@H]1CCC[C@H](CNS(=O)(=O)c2c(F)cccc2F)C1)c1ccc2c(c1)OCCO2	x	x	x	0.0%	x	x	-5%

(continued)
SMILES	Menin MLL FP TR	TRPV1 agonist	FBPA coupling cs	B2AR arrestin	PKM2 act	Giardia killer	USP2a block
O=C1NC(Cc2ccc(O)cc2)c2nc3ccccc3c(=O)n2-c2ccccc21 (stereo not drawn)	x	x	x	-0.1%	x	x	9%
CCOC(=O)c1nn(-c2ccccc2)c(=O)c2c(N)sc(C)c12	x	x	x	-0.3%	x	x	-1%
CN1CCN(c2ccc(-c3cc(O)c4ncccc4c3)cc2)CC1	x	x	x	-0.6%	x	x	-2%
CC(C)CC1NC(=O)c2ccc(Cl)cc2-n2c1nc1cc(F)ccc1c2=O (stereo not drawn)	x	x	x	0.1%	x	x	2%
O=C(O)c1ccc(O)c2ncccc12	x	x	x	0.2%	x	x	-1%
COc1ccc(NS(=O)(=O)c2ccc(NN=Cc3ccc(C(=O)O)cc3)c([N+](=O)[O-])c2)cc1	x	x	x	0.1%	x	x	-1%
COc1cc(S(=O)(=O)N2CCN(Cc3ccc4c(c3)OCO4)CC2)ccc1NC(C)=O	x	x	x	0.0%	x	x	-2%
Cn1ccc2cc(-c3ccc4ncnc(NCc5ccc6c(c5)OCO6)c4c3)ccc21	x	x	x	-0.7%	x	x	-1%
O=S(=O)(c1ccc2c(c1)OCCO2)C1CCC(O)CC1 (stereo not drawn)	x	x	x	-0.2%&-0.2%	x	x	2%&2%
O=C(O)c1ccccc1-c1noc(-c2ccccc2F)n1	x	x	x	-0.1%	x	x	1%
NC(=O)c1ccccc1-c1noc(-c2ccccc2F)n1	x	x	x	-0.2%	x	x	4%
Cc1cc2c(s1)c(C=O)c(C(=O)NCc1ccccc1F)n2C	x	x	x	0.0%	x	x	-2%
O=C1NC(Cc2ccccc2)c2nc3ccc(Cl)cc3c(=O)n2-c2ccccc21 (stereo not drawn)	x	x	x	0.5%	x	x	0%
Fc1cccc(CNc2ncnc3ccc(-c4cccc(Cl)c4)cc23)c1	x	x	x	0.3%	x	x	-2%
COc1ccc(S(=O)(=O)N2CCN(S(=O)(=O)c3c(F)cccc3F)CC2)cc1	x	x	x	-0.2%	x	x	-3%
O=C(O)c1ccc2c(c1)C(=O)N([C@H](Cc1ccc(O)c(O)c1)C(=O)O)C2=O	-4%	x	0	-0.4%	x	x	-1%
O=C(O)c1ccc2c(c1)C(=O)N([C@H](Cc1ccc([N+](=O)[O-])cc1)C(=O)O)C2=O	9%	x	6	-0.2%	x	x	-1%
Cc1ccc(C[C@H](C(=O)O)N2C(=O)c3ccc(C(=O)O)cc3C2=O)c(C)c1	11%	x	5	-0.2%	x	x	3%
Cc1ccc(C[C@@H](NS(=O)(=O)c2ccc(C(=O)O)cc2)C(=O)O)cc1	14%	x	4	-0.2%	x	x	1%
CN(Cc1ccco1)c1ncnc2ccc(-c3cccnc3)cc12	u	x	-8	-0.2%	x	x	-1%
O=S1(=O)Nc2c(cc(Cl)c3ccc(Cl)nc23)-c2ccccc21	x	3	x	x	x	-16	x
COc1cc(OC)c(C(=O)N(Cc2ccco2)Cc2cccs2)cc1OC	x	-1	x	x	x	16	x
O=C(CCS(=O)(=O)c1ccccc1)N(Cc1cccnc1)c1nc2c(Cl)cccc2s1	x	-2	x	x	x	-25	x
Cc1cccc(S(=O)(=O)c2cn(Cc3ccccc3)c3cc(N4CCC(C)CC4)c(F)cc3c2=O)c1	x	18	x	x	x	-5	x
Cc1cccc(S(=O)(=O)Nc2cccc(-c3ccc(N4CCCCC4)nn3)c2)c1	x	u	x	x	x	5	x
Cc1ccc(CNc2c(C)c(C)nc3nncn23)cc1	x	-1	x	x	x	-13	x
Cc1ccc(Cn2c(CCNC(=O)c3cccc(C)c3)nc3ccccc32)cc1	x	29	x	x	x	-9	x
O=C1CC(c2ccco2)CC2=C1C(c1ccc(O)cc1)n1nc(C(F)(F)F)nc1N2 (stereo not drawn)	x	1	x	x	x	-9	x
CCOc1cc2sc(N3CCC(C(=O)Nc4ccc(C(C)C)cc4)CC3)nc2cc1Br	x	8	x	x	x	-1	x
CCCCN(CCCNC(=O)c1cc(Nc2cccc(SC)c2)nc2ccccc12)Cc1ccccc1	x	7	x	x	x	16	x

A draw from above in order of formula weight, rising:
SMILES	Menin MLL FP TR	TRPV1 agonist	FBPA coupling cs	B2AR arrestin	PKM2 act	Giardia killer	USP2a block
Cc1ccc(CNc2c(C)c(C)nc3nncn23)cc1	x	-1	x	x	x	-13	x
O=S1(=O)Nc2c(cc(Cl)c3ccc(Cl)nc23)-c2ccccc21	x	3	x	x	x	-16	x
Cc1ccc(Cn2c(CCNC(=O)c3cccc(C)c3)nc3ccccc32)cc1	x	29	x	x	x	-9	x
COc1cc(OC)c(C(=O)N(Cc2ccco2)Cc2cccs2)cc1OC	x	-1	x	x	x	16	x
O=C1CC(c2ccco2)CC2=C1C(c1ccc(O)cc1)n1nc(C(F)(F)F)nc1N2 (stereo not drawn)	x	1	x	x	x	-9	x
O=C(CCS(=O)(=O)c1ccccc1)N(Cc1cccnc1)c1nc2c(Cl)cccc2s1	x	-2	x	x	x	-25	x
CCOc1cc2sc(N3CCC(C(=O)Nc4ccc(C(C)C)cc4)CC3)nc2cc1Br	x	8	x	x	x	-1	x

Among those listed so far, these have a nitro group on carbon:
SMILES	Menin MLL FP TR	TRPV1 agonist	FBPA coupling cs	B2AR arrestin	PKM2 act	Giardia killer	USP2a block
COc1ccc(NS(=O)(=O)c2ccc(NN=Cc3ccc(C(=O)O)cc3)c([N+](=O)[O-])c2)cc1	x	x	x	0.1%	x	x	-1%
O=C(O)c1ccc2c(c1)C(=O)N([C@H](Cc1ccc([N+](=O)[O-])cc1)C(=O)O)C2=O	9%	x	6	-0.2%	x	x	-1%

(listing goes on)
SMILES	Menin MLL FP TR	TRPV1 agonist	FBPA coupling cs	B2AR arrestin	PKM2 act	Giardia killer	USP2a block
COc1cc([N+](=O)[O-])c2ncccc2c1	x	4	x	x	x	11	x
Cc1sc2ncn(/N=C/c3cn(-c4ccccc4)nc3-c3ccccc3)c(=O)c2c1C	x	-2	x	x	x	2	x
O=S(=O)(Nc1cccc2ccccc12)c1ccc2ccccc2c1	x	16	x	x	x	-19	x
Oc1ccc(Cl)cc1C1C=C(c2ccc3c(c2)OCO3)NC(c2cc(Br)ccc2F)N1 (stereo not drawn)	x	7	x	x	x	-20	x
COCCN1C(=O)c2[nH]nc(-c3ccccc3O)c2C1c1ccc(OCc2ccccc2)c(OC)c1 (stereo not drawn)	x	-5	x	x	x	23	x
CCc1ccc(NC(=O)N(Cc2c[nH]c3ccccc23)C2CCCCCC2)cc1	x	u	x	x	x	29	x
NS(=O)(=O)Nc1cccc2cccnc12	x	4	x	x	x	u	x
CCSc1ncc(Cl)c(C(=O)Nc2nc3ccc(OC)cc3s2)n1	x	-1	x	x	x	10	x
CCC(C)NC(=O)CSc1nc2cc3c(cc2c(=O)n1Cc1ccc(C(=O)NCCc2ccc(OC)c(OC)c2)cc1)OCO3 (stereo not drawn)	x	0	x	x	x	-8	x
Oc1ccc(Br)cc1C1C=C(c2ccc3c(c2)OCO3)NC(c2c(F)cccc2Cl)N1 (stereo not drawn)	x	4	x	x	x	-3	x
CN1CCc2c(sc(NC(=O)CSc3ccc(F)cc3)c2-c2nc3ccccc3s2)C1	x	u	x	x	x	3	x
O=C(NCc1ccc2c(c1)OCO2)c1ccc2c(c1)N(Cc1c(F)cccc1Cl)C(=O)c1ccccc1S2	x	u	x	x	x	0	x
Cn1nnnc1SCCCNCc1ccccc1OCc1ccccc1Cl	x	10	x	x	x	-19	x
O=C(Nc1cccc2cccnc12)OC(Cl)(Cl)Cl	x	8	x	x	x	10	x
Cc1cnc2c3c(cc(Cl)c2c1)-c1ccccc1S(=O)(=O)N3	x	22	x	x	x	-1	x
COc1ccc(S(=O)(=O)Nc2cccc3cccnc23)c([N+](=O)[O-])c1	x	2	x	x	x	-6	x
O=C(NC1CC(=O)N(c2ccc3c(c2)OCCO3)C1)c1c(F)cccc1Cl (stereo not drawn)	x	1	x	x	x	10	x
C=Cc1ccc(Cn2c(C(=O)O)c(CNCc3ccccc3)c3ccc(C)cc32)cc1	x	u	x	x	x	10	x
O=C(Nc1ccc(Br)cc1)c1ccc(F)c(S(=O)(=O)NC2CCCCCC2)c1	x	3	x	x	x	3	x
COc1ccc(OC)c(NCc2cccn2-c2nnc(N3CCC(C)CC3)s2)c1	x	19	x	x	x	-8	x
O=C(Nc1cccc2cccnc12)C(F)(F)F	x	-7	x	x	x	12	x
O=C1CC(c2ccco2)CC2=C1C(c1ccncc1)n1nc(C(F)(F)F)nc1N2 (stereo not drawn)	x	3	x	x	x	3	x
Cc1ccc(CCNC(=O)c2cc3c(s2)-c2ccccc2OC3)cc1	x	0	x	x	x	-1	x
COc1cc(NS(=O)(=O)c2ccc3c(c2)CCCN3C(C)=O)cc(OC)c1OC	x	6	x	x	x	-5	x
